HEK293 tox: cytotoxicity in counter-screen for GLP-1R inverse agonists; HEK293 cAMP-luciferase reporter cells, luminescence, 24 h; Potency, µM (series often up to 38.3 µM), without a hit: at the top dose activity change, negative = inhibition, usual class: inhibitors; 410,000 tested, 0.13% active;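 also: loss of luciferase light is scored as toxicity; % is scaled to controls: 0 for no effect and ±100 for the full control effect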
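Quantitative HTS format, 1536 wells, 200 cells/uL seeded. Compounds: 23 nL, 24 h, 37 °C. Detection: luciferase reagent, luminescence at 12 min RT; decreased signal taken as cytotoxic.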
KB-3-1 cytotox: kills parental KB-3-1 adenocarcinoma cells | 400,000 tested, 1.4% active | KB-3-1 viability, CellTiter-Glo ATP luminescence, 72 h | Potency, µM (top dose mostly 46.1 µM), inactives show at the highest dose activity change, negative = cytotoxic, usual class: cytotoxic | AID 1347075; also: % is scaled to controls: 0 for no effect and ±100 for the full control effect; nearly all actives have a fitted effect of over 60% in size
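Using CellTiter-Glo luminescence, growth of non-resistant KB-3-1 adenocarcinoma cells is assessed 72 h after pin-tool compound addition at 37 °C. Normalized responses across the concentration series yield fitted curves.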
KB-V1 cytotox: kills drug-selected multidrug resistant KB-V1 cells. KB-V1 MDR cells viability, CellTiter-Glo, 72 h. Potency, µM (series often up to 46.1 µM), for inactives: at the top dose activity change, negative = cytotoxicity, hits mostly cytotoxic. 400,000 tested, 3.4% active; also: % is scaled to controls: 0 for no effect and ±100 for the full control effect; nearly all actives have a fitted effect of over 60% in size
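Readout: CellTiter-Glo luminescence, 10 min after addition. Cells: KB-V1 MDR subline, 72 h at 37 degrees C with compound. Analysis: corrected, normalized data fitted to concentration-effect curves.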
HT1080 IDH1KD tx: toxicity to HT-1080 IDH1 knockdown cells (counter line); HT-1080 IDH1 knockdown viability, ATP luminescence, 48 h; Potency, µM (series often up to 46.1 µM), for inactives: at the highest dose activity, negative = toxicity, most hits filed as cytotoxic; 360,000 tested, 2% active; AID 686971;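 also: 0% = DMSO wells and -100% = cell-free medium wells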
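Using the IDH1-knockdown HT-1080 line run in the same batch and compound series as the NT line, viability after 48 h at 37 °C was determined by CellTiter-Glo luminescence and expressed as % activity.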
SW480 rereplic: induces DNA re-replication in SW480 colon adenocarcinoma cells | SW480 DNA re-replication, Hoechst DNA content imaging, 48 h | AID 624297 | Potency, µM (series often up to 46.1 µM), inactives show at the top dose re-replication activation, hits mostly activators | 340,000 tested, 1.8% active; also: % of control where 0% means no effect; nearly all actives have a fitted effect of over 55% in size
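Hoechst fluorescence of nuclei (405 nm excitation, 500-530 nm emission) measured by plate-scanning imager after 48 hr compound exposure at 37 C; re-replication scored as increased number of nuclei with elevated intensity.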
TDP-43 yeast inh: TDP-43 toxicity inhibition in yeast | TDP-43 expressing yeast growth rescue, BacTiter-Glo, 24 h | Potency, µM (series often up to 46.1 µM), for the others: at the highest dose growth rescue (activation), hits mostly activators | 410,000 tested, 1.8% active; also: % of control where 0% means no effect; nearly all actives have a fitted effect of over 50% in size
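Yeast cells expressing TDP-43 under galactose induction are exposed to compounds for 24 hr at 30 deg C. BacTiter-Glo luminescence measures growth, so protective compounds score as activators.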
HT1080NT lethal: kills 2HG-producing HT-1080-NT fibrosarcoma cells | 360,000 tested, 1.6% active | AID 686970 | Potency, µM (doses to about 46.1 µM), for the others: at the highest dose activity, negative = less viability, hits mostly cytotoxic | HT-1080-NT fibrosarcoma viability, CellTiter-Glo ATP luminescence, 48 h;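 also: NT is the 2HG producing partner of a matched IDH1 knockdown line; 0% = DMSO-treated cells and -100% = media-only wells without cells; nearly all actives have a fitted effect of over 55% in size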
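Read-out is CellTiter-Glo luminescence after 10 minutes at room temperature, following 48 hours' compound treatment of HT-1080-NT cells (750 cells/well, RPMI, 5% FBS, 37 degrees C).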
GLP-1R agonist: agonists of human GLP-1 receptor. P43220. 380,000 tested, 0.007% active. Potency, µM (titrated, usually from 45.6 µM), for the others: top-dose activation, hits mostly activators. HEK293 GLP-1R CRE-luciferase, luminescence, 4-6 h; cells express a hypersensitive GLP-1R form; also: % of control where 0% means no effect
Target sequence (P43220 whole entry, looked up): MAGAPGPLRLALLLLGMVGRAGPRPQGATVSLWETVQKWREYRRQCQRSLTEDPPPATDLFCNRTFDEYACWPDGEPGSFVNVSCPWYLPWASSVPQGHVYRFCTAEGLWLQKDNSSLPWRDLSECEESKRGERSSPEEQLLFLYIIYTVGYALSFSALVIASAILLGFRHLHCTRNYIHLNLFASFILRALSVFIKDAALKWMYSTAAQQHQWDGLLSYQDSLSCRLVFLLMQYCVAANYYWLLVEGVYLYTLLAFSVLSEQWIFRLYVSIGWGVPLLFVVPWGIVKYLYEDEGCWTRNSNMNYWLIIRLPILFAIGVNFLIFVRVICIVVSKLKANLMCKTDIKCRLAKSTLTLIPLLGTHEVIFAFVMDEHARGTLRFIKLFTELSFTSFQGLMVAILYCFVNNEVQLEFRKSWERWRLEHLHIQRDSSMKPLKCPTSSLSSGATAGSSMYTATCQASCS
GLP-1R inv ag: inverse agonists of human GLP-1 receptor; P43220; HEK293 GLP-1R CRE-luciferase, luminescence, 24 h; GLP-1R form is constitutively active; Potency, µM (series often up to 38.3 µM), for the others: at the highest dose activity change, negative = inhibition, actives largely listed as inhibitors; 410,000 tested, 1.6% active; AID 624417; also: % is scaled to controls: 0 for no effect and ±100 for the full control effect; nearly all actives have a fitted effect of over 55% in size
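Readout was luciferase luminescence, measured 12 min after detection reagent at room temperature. Beforehand, GLP-1R reporter HEK293 cells had sat 12 h, then received compounds for 24 hr at 37 deg C.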
* hit, by the source's call; ? = inconclusive; . = no result given; [ ] = remark or other dose. Calls follow the shape of the dose curve; as a rule, active = well fitted curve in the direction sought with a large enough effect; inconclusive = small, poorly fitted or top-dose-only effect, or another doubt; inactive = no such curve, though single readings can be large; an effect the other way counts as inactive or inconclusive. Potency is read from the fitted curve at half-maximal effect.

SMILES,HEK293 tox,KB-3-1 cytotox,KB-V1 cytotox,HT1080 IDH1KD tx,SW480 rereplic,TDP-43 yeast inh,HT1080NT lethal,GLP-1R agonist,GLP-1R inv ag
c1ccc(CNc2ccc(CNc3ncn[nH]3)cc2)cc1,2%,-4%,-15%,-1%,-13%,10%,0%,0%,5%
COc1ccc(-c2cc(C(=O)N(C)CC(=O)Nc3ccccc3Cl)c3ccccc3n2)cc1OC,-25%,?,?,-10%,1%,?,-5%,29%,-27%
O=C(O)c1ccc2c(c1)C(=O)N(N1C(=O)c3ccccc3C1=O)C2=O,2%,-6%,5%,25%,-5%,12%,11%,-16%,-1%
O=C(NC(=S)Nc1ccc(S(=O)(=O)Nc2nccs2)cc1)c1ccc(F)cc1,-18%,-19%,?,-7%,-4%,15%,-11%,0%,16%
O=C(Cc1cccs1)N/N=C/C=C\c1ccccc1[N+](=O)[O-],3%[7.66 µM],1%,0%,21%,-1%,15%[9.22 µM],25%,16%,-6%[7.66 µM]
CC(=O)Oc1ccc(C(=O)Nc2ccccc2C(=O)N2CCCC2)cc1,0%,3%,0%,2%,17%,-4%,1%,-4%,9%
COc1ccccc1N1CCN(C(=O)CSc2ncccc2-c2nc3ccccc3[nH]2)CC1,-7%,-6%,0%,-28%,2%,-25%,-21%,-1%,?
COc1cc(/C=C/C(=O)OCC(=O)NC2CC2)cc(OC)c1OC,-3%,-6%,2%,0%,0%,-18%,-4%,1%,15%
COc1ccc(OC)c(/C=N/NC(=O)CSc2nnc(C)n2-c2ccccc2)c1,-3%,-2%,18%,5%,3%,-23%,12%,7%,1%
COc1ccc(C(=O)NCC(=O)N2CCC(C)CC2)cc1OC,5%,22%,-10%,10%,-6%[9.22 µM],5%,10%,-4%,7%
CC(C)(C)OC(=O)NCCCCCc1nnc(SCc2cccc(F)c2)o1,6%,-29%,?,1%,-20%,25µM*,-30%,9%,?
COC(=O)Cc1c(C(=O)OC)nnn1-c1ccc(OC(F)(F)F)cc1,4%,16%,-3%,8%,-23%,-15%[0.397 µM],6%,11%,-1%
Cc1ccc(NC(=S)N2CCC(NC(=O)c3ccccc3)CC2)cc1,3%,-5%,0%,0%,-8%,-15%,8%,12%,-7%
O=C(Nc1ccc2c(c1)OCO2)C1Cc2c(-c3ccncc3)ccnc2O1 (stereo not drawn),-17%,0%,2%,9%,.,20%,22%,0%,-14%
CS(=O)(=O)N(CC(=O)N1CCN(c2cccc(Cl)c2)CC1)C1CCCCC1,-9%,5%,?,-1%,-1%,-3%,-1%,-2%,-13%
COc1ccc(C2C(C(=O)OC3CCCCC3)=C(C)Nc3nnnn32)c(OC)c1OC (stereo not drawn),0%,-6%,?,6%,?,23%,10%,6%,-17%
Cc1ccccc1CNC(=O)c1c(C)oc2c1C1=NCCN1C=N2,-1%,7%,-14%,.,.,-10%,.,.,12%
COC(=O)c1nc(NC2=NCCCCC2)n[nH]1,-6%,-3%,19%,0%,-9%,3%,10%,-10%,3%
COc1cccc(NC(=O)Cn2c(=O)oc3cc(S(=O)(=O)N4CCCC4)ccc32)c1,18%,-10%,9%,-4%,-7%,0%,1%,-3%,6%
O=C(CSc1nnc(NC2CCCCC2)s1)N1CCOCC1,2%,21%,13%,8%,-4%,16%,14%[9.24 µM],1%,32%[activator]
CC(C)CNS(=O)(=O)c1ccc(OCC(=O)NCC2CCCO2)c(Cl)c1 (stereo not drawn),3%,-5%,?,-3%[9.24 µM],-13%,9%,-1%,0%,-16%
O=S(=O)(c1ccccc1)n1c(C(O)c2ccccn2)cc2ccccc21 (stereo not drawn),0%[1.53 µM],?,?,-8%,-4%,17%,-3%,3%,-21%
Nc1[nH]c(C(=O)c2ccccc2)c(-c2ccccc2Cl)c1C(=O)c1ccccc1,1%,2%,-18%,-16%,.,15%,-20%,2%,3%
COc1ccc(NC(=O)CSc2nc(C)cc(C)c2C(=O)Nc2ccccc2OC)cc1,-6%,1%,-2%,.,.,20%,.,.,7%
CCCc1cc(N2CCC(C(N)=O)CC2)nc(-c2ccccc2)n1,2%,22%,17%,1%,?,0%,6%,11%,15%
Cc1c(CCC(=O)O)c(=O)oc2cc3occ(-c4ccc(F)cc4)c3cc12,130%[activator],29%,18%,-21%,-5%,?,-8%,11%,178%[activator]
Cc1ccc(F)cc1NC(=O)/C=C/c1ccc(S(=O)(=O)N2CCOCC2)cc1,-10%,0%,-10%,7%,0%,16%,11%,-12%,-3%
Cn1c(SCC(=O)N/N=C/c2ccco2)nc2ccccc21,0%,-4%,24%,11%,-10%,28%,16%,18%,4%
COc1ccc(OC)c2c(=O)cc(C(=O)O)[nH]c12,13%,16%,15%,7%,-5%,0%,10%,-3%,3%
CC(=O)c1c(C)[nH]c(C(=O)CSc2ncnc3sc(-c4ccccc4)cc23)c1C,-23%,0%,7.3µM*,?,.,19%,0%,-3%,20%

Two entries picked at random from those above:
SMILES,HEK293 tox,KB-3-1 cytotox,KB-V1 cytotox,HT1080 IDH1KD tx,SW480 rereplic,TDP-43 yeast inh,HT1080NT lethal,GLP-1R agonist,GLP-1R inv ag
CC(=O)c1c(C)[nH]c(C(=O)CSc2ncnc3sc(-c4ccccc4)cc23)c1C,-23%,0%,7.3µM*,?,.,19%,0%,-3%,20%
COc1ccc(NC(=O)CSc2nc(C)cc(C)c2C(=O)Nc2ccccc2OC)cc1,-6%,1%,-2%,.,.,20%,.,.,7%

(list continues)
SMILES,HEK293 tox,KB-3-1 cytotox,KB-V1 cytotox,HT1080 IDH1KD tx,SW480 rereplic,TDP-43 yeast inh,HT1080NT lethal,GLP-1R agonist,GLP-1R inv ag
CC(NS(=O)(=O)/C=C/c1ccccc1)c1ccccc1 (stereo not drawn),-3%,13%,16%,9%,-13%,3%,0%,13%,-12%
Cc1cc(C)c2c(N)c(C(=O)Nc3ccccc3Cl)sc2n1,-3%,13%,-2%,?,?,0%,?,6%,44%[activator]
O=C(NCC(c1ccco1)N1CCCC1)c1cn(-c2ccccc2)nc1-c1ccc(F)cc1 (stereo not drawn),0%,-6%,6%,3%,?,-8%,5%,6%,?
CC(=O)c1ccc(NC(=O)Cn2ncc3c4ccccc4n(Cc4ccccc4)c3c2=O)cc1,-11%,5%,9%,.,.,0%,.,.,18%
COc1ccc(C(=O)N2CCC2(C)C(=O)NC(C)C)c(OC)c1 (stereo not drawn),4%,0%,?,?,.,18%,?,-4%,-6%
O=C1[C@H](c2ccccc2)[C@@H](c2ccccc2)N1c1ccncc1,-11%,0%,0%,-21%,5%,8%,-16%,10%,-57%
O=C(NCc1cccc(Br)c1)c1cnn(-c2ccc(F)cc2)c1-n1cccc1,1%,-20%,?,.,.,?,.,5%,?
O=C1NC(=O)C(Cc2ccc(Cl)cc2)(c2ccccc2)N1 (stereo not drawn),-5%,2%,-1%,-12%,0%,8%,-9%,4%,?
Cc1ccccc1C(=O)NNC(=O)Cc1cccc2ccccc12,12%,5%,8%,9%,-7%,-1%,5%,4%,-2%
O=S(=O)(Nc1ccc2c(c1)OCCO2)c1cccc2cccnc12,20%,-11%,16µM*,-3%,-8%,21%,2%,0%,32%
O=C(Nc1ccc(F)cc1)c1cccc(N2C(=O)C3C4C=CC(C4)C3C2=O)c1 (stereo not drawn),-8%,.,.,-1%,-1%,8%,1%,-4%,-23%
CCN1C(=O)C2(SC(NC(C)=O)=NN2C(C)=O)c2cc(C)cc(C)c21 (stereo not drawn),13%,3%,-26%,-9%,-4%,-1%,-4%,-2%,0%
Cc1c(C(=O)NCc2ccc(C(F)(F)F)cc2)sc(=O)n1Cc1ccc(S(=O)(=O)N(C)C)cc1,-5%,?,?,-14%,.,8%,-11%,-3%,?
CCN(CC)CCCNC(=S)N(Cc1cccs1)Cc1cc2cc3c(cc2[nH]c1=O)OCCO3,?,-2%,1%,?,-4%,2%,?,6%,?
Cc1nc(NCCc2ccc(F)cc2)c(C#N)c(C)c1[N+](=O)[O-],-8%,-29%,-19%,3%,?,0%,1%,21%,-29%
COc1ccc(C(CNC(=O)c2ccc(S(=O)(=O)Nc3cccc(C)c3C)cc2)N2CCOCC2)cc1 (stereo not drawn),5%,-11%,-1%,1%,1%,-3%,-5%,-4%,-25%
O=C(CSc1nc2ccsc2c(=O)n1Cc1ccccc1Cl)NCc1ccc(Cl)cc1,4%,19%,?,.,.,21%,.,12%,6%
O=C(NCCCO)C(=O)NCc1ccccn1,9%,11%,16%,24%,2%,-4%,11%,0%,14%
COc1ccc(CCC(=O)Nc2ccc3c(c2)OCO3)cc1,18%,-10%,1%,-5%,-6%,?,1%,7%,-20%
NC(=S)Nc1ccc(Cl)cc1Cl,-5%,-3%,-6%,1%,-13%,29%,18%,-2%,13%
O=S(=O)(NC1CC1)c1ccccc1,-30%,0%,7%,15%,-6%,4%,12%,-4%,6%
CC(=O)N1CCc2cc(S(=O)(=O)C(C)CC(=O)NCc3ccco3)ccc21 (stereo not drawn),-14%,-17%,3%,11%,.,9%,0%,5%,-11%
CCSc1nc2c(c(=O)[nH]1)C(c1cccnc1)C(C(=O)OC(C)C)=C(C)N2 (stereo not drawn),-2%,22%,-10%,7%,-5%,-5%,14%,5%,12%
CC[C@@H]1CC=C[C@H]2[C@H]1C(=O)N(Cc1ccccc1)[C@H]2c1ccoc1,-18%,15µM*,?,?,2%[9.22 µM],?,?,-3%,?
COc1ccccc1Oc1ccc2c(c1)C(=O)N(c1cccc3ncccc13)C2=O,?,-5%,?,-4%,30%,9%,-6%,9%,?

Quoted from the listing:
O=C1NC(=O)C(Cc2ccc(Cl)cc2)(c2ccccc2)N1 (stereo not drawn) in HT1080NT lethal has -9%
COc1ccc(CCC(=O)Nc2ccc3c(c2)OCO3)cc1 in SW480 rereplic has -6%
